Compound activity: PubChem, The Scripps Research Institute Molecular Screening Center
ADAM10 inh: ADAM10 inhibition, QFRET primary screen; O14672; recombinant ADAM10, EDANS/DABCYL FRET peptide cleavage, 3 h; inhibition, % at 7 µM; 370,000 tested, 0.62% active; AID 720582;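 active means inhibition above a per-campaign cutoff equal to the mean of compounds falling between control-based bounds plus 3 SD, cut at about 20% in these data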;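 further: 0% = DMSO wells while the 100% control is not disclosed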
Target sequence (O14672 214-748 limits assumed): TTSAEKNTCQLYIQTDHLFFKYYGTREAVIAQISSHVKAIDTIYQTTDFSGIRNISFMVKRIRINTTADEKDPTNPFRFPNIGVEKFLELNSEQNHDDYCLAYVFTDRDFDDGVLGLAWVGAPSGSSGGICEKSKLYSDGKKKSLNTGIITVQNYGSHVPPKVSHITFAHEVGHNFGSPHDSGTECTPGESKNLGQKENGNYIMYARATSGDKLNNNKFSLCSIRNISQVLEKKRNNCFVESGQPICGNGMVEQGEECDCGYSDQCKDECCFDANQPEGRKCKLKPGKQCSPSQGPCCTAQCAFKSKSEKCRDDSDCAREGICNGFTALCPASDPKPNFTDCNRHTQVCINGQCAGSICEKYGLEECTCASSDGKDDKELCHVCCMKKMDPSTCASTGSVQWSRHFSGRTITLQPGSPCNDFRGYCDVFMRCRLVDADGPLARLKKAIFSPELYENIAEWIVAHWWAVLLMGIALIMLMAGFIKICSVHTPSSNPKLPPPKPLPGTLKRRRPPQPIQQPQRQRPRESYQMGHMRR
hcDAF-12 act: activators of H. contortus DAF-12 nuclear receptor. HEK293 hcDAF-12 lit1-tk-luc reporter, luminescence; 0% DMSO, 100% Δ7-dafachronic acid. activation, % at 6.8 µM. 370,000 tested, 1.4% active. AID 652067;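 active means activation above the mean of all tested compounds plus 3 SD, cut at about 5.5% in these data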;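 further: 100% = response to 3 µM Δ7-dafachronic acid high control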
PLC-gamma1 inh: inhibitors of human phospholipase C gamma1; P19174; purified PLC-gamma1, fluorogenic substrate, fluorescence; inhibition, % at 12.2 µM; 370,000 tested, 0.84% active; in the data active means inhibition above about 9.5%
sPLA2-III inh: Blocks human group III sPLA2 activity; Q9NZ20; QFRET BODIPY PC-A2 liposome hydrolysis, fluorescence; inhibition, % at 12.2 µM; 370,000 tested, 0.56% active;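 active means inhibition above mean plus 3 SD of compounds lying within the high and low control bounds, cut at about 19% in these data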;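 further: 0% = median of test compound wells and 100% = no enzyme DMSO wells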
Target sequence (Q9NZ20 whole entry, looked up): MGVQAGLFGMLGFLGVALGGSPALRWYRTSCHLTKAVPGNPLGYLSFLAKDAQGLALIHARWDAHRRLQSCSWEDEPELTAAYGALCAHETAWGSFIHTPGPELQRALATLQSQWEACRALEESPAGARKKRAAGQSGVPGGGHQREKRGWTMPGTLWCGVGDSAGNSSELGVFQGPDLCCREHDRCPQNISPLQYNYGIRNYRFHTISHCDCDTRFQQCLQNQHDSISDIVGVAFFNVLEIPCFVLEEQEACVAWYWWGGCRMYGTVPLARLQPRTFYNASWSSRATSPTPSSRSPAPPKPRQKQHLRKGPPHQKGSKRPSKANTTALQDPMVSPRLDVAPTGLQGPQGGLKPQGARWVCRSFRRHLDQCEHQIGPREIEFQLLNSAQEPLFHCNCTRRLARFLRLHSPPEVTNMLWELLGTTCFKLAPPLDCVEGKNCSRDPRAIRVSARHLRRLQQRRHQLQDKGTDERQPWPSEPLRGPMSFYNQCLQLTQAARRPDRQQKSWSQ
DAX1 inh-1: blocks DAX1 repression of SF-1 activated StAR promoter; HEK293T StAR-luciferase reporter, SF-1/DAX-1 repression relief; inhibition, % at 6.8 µM; AID 652010; 370,000 tested, 1.1% active;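 active means inhibition above the mean over all tested compounds plus 3 SD, cut at about 3.6% in these data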;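 further: 0% = DAX-1 cells with DMSO and 100% = cells lacking DAX-1 with DMSO; higher inhibition means more luminescence from relief of DAX-1 repression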
ADAM17 inh: inhibits human ADAM17 | 370,000 tested, 0.83% active | P78536 | inhibition, % at 6.95 µM | recombinant ADAM17, EDANS/DABCYL FRET peptide cleavage;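 active means inhibition above the mean of compounds lying between control limits plus 3 SD, set per campaign, cut at about 8.5% in these data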;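 further: 0% = DMSO-only wells as the low control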
hgDAF-12 ag: activates the H. glycines DAF-12 receptor ligand-binding domain. HEK293 GAL4-hgDAF12 UAS-luciferase reporter, agonist luminescence; normalized to butyrate control. activation, % at 6.8 µM. 370,000 tested, 1.8% active;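 active means activation above a cutoff set at the mean of all screened compounds plus 3 SD, cut at about 10% in these data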;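 further: 0% = DMSO wells and 100% = sodium butyrate wells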
FXN GAA850 act: activators of GAA850 frataxin (FXN) promoter; 360,000 tested, 0.56% active; activation, % at 6 µM; HEK293 lucGAA850 FXN promoter luciferase reporter, 24 h; percent of 10 µM SAHA response;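 active means activation above the average of all compounds screened plus 3 SD, cutoff fixed separately per campaign, cut at about 7.5% in these data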;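 further: 0% = DMSO wells and 100% = 10 µM SAHA wells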
DAX1 inh-2: inhibitors of human orphan nuclear receptor DAX1 (NR0B1) | inhibition, % at 6.75 µM | 340,000 tested, 0.99% active | AID 504766 | P51843 | HEK293 Gal4-DAX1 luciferase reporter, luminescence;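 active means inhibition above the mean over all tested compounds plus 3 SD, cut at about 4.2% in these data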;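 further: 0% = DAX1-transfected cells with DMSO and 100% = empty-vector control cells with DMSO; inhibition shows as a rise in luminescence from relieved DAX1 repression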
PLCb3 inh: PLC-beta3 (human) inhibition, primary screen; Q01970; Purified PLC-beta3, fluorogenic substrate, fluorescence; inhibition, % at 12.2 µM; 370,000 tested, 0.18% active; AID 720704; in the data active means inhibition above about 11%;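 further: 0% = median of compound wells on plate and 100% = full blocker control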
ssDAF-12 act: activators of S. stercoralis DAF-12 nuclear receptor | AID 652126 | HEK293 ssDAF-12/GRIP1 lit1-tk-luc reporter, luminescence; % of 3 µM dafachronic acid response | 370,000 tested, 1% active | activation, % at 6.8 µM;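 active means activation above the mean over all tested compounds plus 3 SD, cut at about 0.9% in these data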;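 further: 0% = DMSO-only wells and 100% = 3 µM delta7-dafachronic acid wells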
An asterisk follows results filed as active; i = inactive; · = not tested or not shown.

Values run as follows: DAX1 inh-2, ADAM10 inh, sPLA2-III inh, ssDAF-12 act, FXN GAA850 act, ADAM17 inh, hgDAF-12 ag, hcDAF-12 act, DAX1 inh-1, PLCb3 inh, PLC-gamma1 inh
CCC1(CC)C(=O)NC(=O)NC1=NCCc1c[nH]c2ccccc12
→ 0.5, -7, -2, -0.8, 1.9, -4, 0.2, -0.2, 0.3, 3, -1
COc1cccc(C(=O)Nc2ncc3c(n2)CC(C)CC3=O)c1 (configuration not stated)
→ -0.8, -2, -1, -1.2, 1.1, -2, 2.2, 0.1, 0.6, 2, -1
C#CCNC(=O)C1=C[C@@H](c2ccc3c(c2)OCO3)C[C@@H](OCc2ccc(CO)cc2)O1
→ 0.3, -12, -3, -1.3, 0.7, -2, -0.8, 0.1, -0.1, -9, -9
C#CCN(C[C@H]1[C@H](OC(=O)NCc2ccco2)[C@H](OC(=O)NCc2ccco2)C[C@H]2C(=O)N(c3ccccc3)C(=O)[C@@H]12)S(=O)(=O)c1ccc(C)cc1
→ 1.4, 21*, -16, -0.6, -0.2, 8, 1.1, 2.3, -0.3, 2, 2
CC(CC(=O)Nc1nnc(CC(C)(C)C)s1)c1ccccc1 (configuration not stated)
→ -1.2, -1, 10, -1.1, -0.6, -2, -1.8, -1.4, 0.1, 0, -3
COc1c(F)c(F)c(C(=O)Nc2ccccc2N2CCN(C(=O)C(C)C)CC2)c(F)c1F
→ 0.4, -3, -3, -0.4, 11*, 2, 1.2, 2.2, 0.0, 3, 3
CN(Cc1ccccc1)C(=O)CNC(=O)C12CC3CC(CC(C3)C1)C2
→ -0.5, -13, 10, 0.4, 3.0, -5, -1.7, -1.3, -1.1, -1, 4
CCCOc1cccc(C(=O)N(Cc2ccc(OC)c(OC)c2)C2CCS(=O)(=O)C2)c1 (configuration not stated)
→ 1.1, 2, -5, -1.2, 2.4, 1, -1.8, 4.2, -0.6, 2, 1
O=c1c2c(nc3nc[nH]n13)CCC2
→ 0.2, -2, 4, -0.9, -1.4, -4, -1.9, -1.6, -0.2, 0, 0
COc1ccc(/C=N/S(=O)(=O)c2ccc(C)cc2)cc1
→ 0.5, 1, 1, -1.4, 0.8, -1, -1.1, -2.2, -0.6, -2, 0
c1ccc2[nH]c(CSc3nc4ccccc4s3)nc2c1
→ -0.9, -49, -11, -0.2, 2.5, -14, 5.2, 3.0, 0.1, -45, -32
O=C(C1=C(O)C(=O)N(Cc2ccccc2)C1c1cccnc1)c1ccco1 (configuration not stated)
→ -1.0, -10, 1, -0.7, -2.2, -2, -2.2, -0.7, 0.3, -4, -4
CCOC(=O)C1CCN(CC(=O)Nc2ccc(S(=O)(=O)N3CCC(C)CC3)cc2)CC1
→ -1.5, 5, -2, -1.8, 2.6, -2, -4.4, -0.7, -0.9, -4, 2
COc1cc(/C=C/C(=O)O)cc(S(=O)(=O)Nc2ccc3[nH]c(=O)[nH]c3c2)c1OC
→ 2.3, 8, 3, -0.8, 1.6, 1, 0.6, -2.4, 0.1, 0, 3
COc1ccc2cnn(-c3ccc(OC(F)(F)F)cc3)c(=O)c2c1OC
→ -0.1, -1, 7, -1.7, 2.9, -6, 0.2, -1.1, 0.2, -5, -1
C[C@H](O)[C@@H]1C(=O)N2CCc3c([nH]c4ccccc34)[C@@H]2C[C@@H]1N(C)Cc1ccc(Cl)cc1
→ 0.2, i, -9, -0.9, -2.2, -248, 2.9, 1.5, 6.2*, -493, -325
Nc1ncnc2[nH]c(=S)[nH]c12
→ 2.4, -5, 4, -0.9, 0.5, -4, -0.5, -0.7, 0.1, 3, -2
Cn1cnc2c1c(=O)n(Cc1cccc(F)c1)c(=O)n2C
→ -0.7, -3, 1, -1.1, 1.9, -1, -0.4, -0.7, 0.1, -2, -1
Cn1c(=O)c2cc3ccc(Cl)cc3nc2n(C)c1=O
→ ·, -12, -1, -0.4, -0.5, -6, -1.1, -0.4, -0.2, -7, -1
COc1cc(/C=C2/SC(=O)N(Cc3ccccc3)C2=O)ccc1OCc1ccncc1
→ -0.4, -6, 6, -0.9, 1.2, -1, 0.1, 0.7, 0.0, 1, 2

Four compounds out of the list above, sorted by the value under PLC-gamma1 inh, low to high.
Compound | DAX1 inh-2 | ADAM10 inh | sPLA2-III inh | ssDAF-12 act | ADAM17 inh | hcDAF-12 act | DAX1 inh-1 | PLCb3 inh | PLC-gamma1 inh
Cn1cnc2c1c(=O)n(Cc1cccc(F)c1)c(=O)n2C | -0.7 | -3 | 1 | -1.1 | -1 | -0.7 | 0.1 | -2 | -1
O=c1c2c(nc3nc[nH]n13)CCC2 | 0.2 | -2 | 4 | -0.9 | -4 | -1.6 | -0.2 | 0 | 0
CCCOc1cccc(C(=O)N(Cc2ccc(OC)c(OC)c2)C2CCS(=O)(=O)C2)c1 (configuration not stated) | 1.1 | 2 | -5 | -1.2 | 1 | 4.2 | -0.6 | 2 | 1
C#CCN(C[C@H]1[C@H](OC(=O)NCc2ccco2)[C@H](OC(=O)NCc2ccco2)C[C@H]2C(=O)N(c3ccccc3)C(=O)[C@@H]12)S(=O)(=O)c1ccc(C)cc1 | 1.4 | 21* | -16 | -0.6 | 8 | 2.3 | -0.3 | 2 | 2

(cont.)
Values run as follows: DAX1 inh-2, ADAM10 inh, sPLA2-III inh, ssDAF-12 act, FXN GAA850 act, ADAM17 inh, hgDAF-12 ag, hcDAF-12 act, DAX1 inh-1, PLCb3 inh, PLC-gamma1 inh
O=C(NCC1CCCO1)c1ccc([N+](=O)[O-])o1 (configuration not stated)
→ 0.2, -1, 5, -0.8, 0.3, 0, 0.0, -1.6, -4.9, -1, 0
O=C(NCc1ccccc1F)C1CCCN(c2cnccn2)C1 (configuration not stated)
→ 1.1, -30, 11, -1.5, 0.5, -15, -0.2, 1.1, 0.7, -37, -18
O=C(COc1c(F)c(F)cc(F)c1F)NNC(=O)CC1CCS(=O)(=O)C1 (configuration not stated)
→ -0.7, 1, -3, -1.7, 0.9, -2, -1.1, 0.3, -0.6, 2, 0
c1ccc2[nH]c(SCCN3CCOCC3)nc2c1
→ 1.5, 2, 1, -0.7, 3.0, 1, 1.5, 0.2, 0.2, 1, 7
O=C(Nc1ccccc1N1CCCC1)c1ccc(N2CCCC2=O)cc1
→ -0.5, -1, -2, -1.0, 1.2, 0, 1.1, -0.9, 0.3, -3, -6
COc1ccc(-n2c(C)nc3c(cnn3-c3ccc(C)c(C)c3)c2=O)cc1
→ 0.2, 2, 1, -0.9, -0.2, 0, 0.3, 0.0, -0.6, 0, 0
O=C(Nc1ccc2c(c1)CCC2)c1ccc(F)cc1
→ -0.3, 4, -2, 0.8, 2.4, 1, 20*, 6.7*, 5.7*, 4, 3
CON1C(=O)CN(C(C)=O)C1c1ccc(Cl)cc1Cl (configuration not stated)
→ -0.3, 2, 12, -0.9, 3.4, -2, 0.6, 0.6, 0.1, -1, -4
O=c1nc(-c2ccccc2)c2cc(Br)ccc2[nH]1
→ 0.1, -37, -3, -1.6, 1.7, -10, -3.6, 1.8, -0.2, -51, -43
Cc1ccccc1N1Cc2ccccc2C1=O
→ 1.3, -3, 0, -0.2, -1.1, -3, 1.6, 2.2, -3.1, 2, 4
COC(=O)c1sccc1-n1cccc1C(=O)C(=O)N1CCCCC1
→ 2.8, -7, 0, -1.0, -0.1, -4, 0.2, -0.1, -0.1, -3, -2
CC1OC(COCc2ccccc2)Cc2[nH][nH]c(=O)c21 (configuration not stated)
→ ·, 3, -1, -0.8, ·, 3, -1.3, -0.6, 0.0, 2, 2
CCc1ccc(CNC(=O)CCCn2c(=O)c3cccn3c3cccnc32)cc1
→ 1.2, -10, -1, -1.7, 1.4, -8, -2.8, -3.1, 0.4, -7, 5
c1ccc2[nH]c(CN3CCCCCC3)nc2c1
→ 1.8, -9, -1, -1.3, -1.2, -7, -1.3, -0.3, 0.2, -14, -16
CC(C)CN(C(=O)c1cc([N+](=O)[O-])cc([N+](=O)[O-])c1)C1CCS(=O)(=O)C1 (configuration not stated)
→ 1.8, 0, 4, -0.6, -2.8, -7, 1.8, -1.7, -0.5, -3, -1
CCOC(=O)c1cccc(N2C(=O)C3C(C2=O)C2C=CC3C23CC3)c1 (configuration not stated)
→ -1.0, 1, 0, -1.4, -0.6, -5, -0.3, -0.9, -0.5, 2, -2
COc1ccc(S(=O)(=O)Nc2ccc(F)c(Cl)c2)cc1OC
→ -0.5, 7, -11, -1.7, 0.0, 3, -1.8, -1.5, 0.1, 3, 8
CC(=O)Oc1c(Cl)cc(N(C(C)=O)S(=O)(=O)c2ccccc2)c2ccccc12
→ ·, 6, -4, -3.2, 0.2, -1, -13, -4.9, -1.9, -28, -6
COC(=O)c1ccc(OC(=O)CCS(=O)(=O)c2ccc(C)cc2)cc1
→ 0.2, 3, -1, -1.3, 1.0, -4, 0.5, -0.4, 1.7, -6, 2
O=S(=O)(Nc1cccc(CCc2ccccn2)c1)c1ccc(Cl)cc1
→ -0.6, -3, -17, -1.5, -1.1, 5, -2.8, -2.2, -0.4, -8, -4
CN(C)C(=O)CSc1nnc(CCCCCNC(=O)OC(C)(C)C)o1
→ 1.4, -8, 7, -0.7, 0.6, -4, -1.3, -1.9, -0.2, -1, 0
CSc1nsc(SC)c1C(=O)Nc1ccc(C(C)(C)C)cc1
→ 0.5, -2, -2, -0.6, 0.1, 2, 0.9, 2.0, -0.6, -6, 0
CC(C)(C)C1(O)CC(C(F)(F)F)=NN1C(=O)CCc1ccccc1 (configuration not stated)
→ -0.3, 0, -14, -1.0, 2.2, -1, 0.0, 0.7, -0.4, 4, -1
CCN1CCN(C(C(=O)NC2CCCC2)c2ccc(Cl)cc2)CC1 (configuration not stated)
→ -0.3, -7, -5, -0.4, 0.4, 0, 0.2, -0.2, 1.7, -3, -2
COC(=O)[C@H](CCSC)NC(=O)NCCC1=CCCCC1
→ -0.8, 3, 4, -0.5, 5.3, -6, -2.8, -1.8, 0.0, -1, 5
Cc1cc(C)c(C)c(OCC(=O)NCC2CCCO2)c1 (configuration not stated)
→ -0.7, 5, -2, -1.2, -1.2, 2, -1.2, -1.3, 0.2, 4, 12*

As a short view, some entries already given.
Values run as follows: DAX1 inh-2, ADAM10 inh, sPLA2-III inh, ssDAF-12 act, FXN GAA850 act, ADAM17 inh, hgDAF-12 ag, hcDAF-12 act, DAX1 inh-1, PLCb3 inh, PLC-gamma1 inh
CCC1(CC)C(=O)NC(=O)NC1=NCCc1c[nH]c2ccccc12
→ 0.5, -7, -2, -0.8, 1.9, -4, 0.2, -0.2, 0.3, 3, -1
COc1cccc(C(=O)Nc2ncc3c(n2)CC(C)CC3=O)c1 (configuration not stated)
→ -0.8, -2, -1, -1.2, 1.1, -2, 2.2, 0.1, 0.6, 2, -1

Random draw from the library. About 6.9% of those tested had a hit in this group.
